Source: PubChem (several laboratories)
CF NFkB inh – cystic fibrosis NF-kB activation inhibition. KKLEB NF-kB-GFP reporter, PAF-induced, GFP fluorescence overnight. AID 588850. 0.86% of 360,000 active. inhibition, % at 5 µM;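 active = at least 50% inhibition at 5 µM, scaled per plate between neutral and stimulator controls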;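 also: PAF is a Pseudomonas aeruginosa culture filtrate used as stimulus; plate controls were PAF-stimulated DMSO wells for no effect and unstimulated DMSO wells for full effect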
TROY NFkB inh – TROY signaling inhibition. Q293 LMP1-TROYcd NF-kB luciferase reporter, 4 h. inhibition, % at 10 µM. 0.98% of 360,000 active;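 active = compounds whose plate-normalised and pattern-corrected inhibition of the luciferase reporter signal at the single screening dose is 50% or more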
LMP1 NFkB inh – Epstein-Barr LMP1 NF-kappaB reporter inhibition; LMP1-induced NF-kappaB luciferase reporter cells, luminescence; AID 504558; 0.69% of 350,000 active; inhibition, % at 12.5 µM; in the data active = inhibition above about 41%;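 also: 0% = neutral control wells and 100% = reference inhibitor control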
KKLEB tox – reduces viability of KKLEB cystic fibrosis airway cells. KKLEB CF airway cells viability, ATPlite luminescence, overnight; stronger effect = lower value; cells stimulated with P. aeruginosa culture filtrate. activity change (cytotoxicity), % at 5 µM. 0.36% of 360,000 active. AID 602141;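 active = corrected activity change at or below -50% at 5 µM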
C8 TRAIL sens – caspase-8 TRAIL sensitization | NB7+C8 cells + TRAIL, ATPlite viability luminescence | inhibition (viability loss, TRAIL sensitization), % at 10 µM | 1% of 360,000 active | AID 624354;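 active = compounds causing at least 50% loss of cell viability in the single-dose screen, relative to plate controls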
NCOA1 inh – inhibitors of human steroid receptor coactivator 1 (SRC1). Q15788. HEK293 GAL4-SRC1 luciferase reporter, luminescence. inhibition, % at 3.6 µM. 0.12% of 360,000 active;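 active = inhibition above the campaign mean plus 3 SD, with each screening campaign given its own cutoff, cut at about 60% in these data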;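 also: 0% = DMSO treated cells and 100% = gossypol at 36 µM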
LRH-1 inv ag – suppresses constitutive activity of human LRH-1; O00482; HEK293T StAR-luciferase reporter, LRH-1 transfected, 24 h; inhibition, % at 3.6 µM; 0.13% of 360,000 active; AID 602396;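 active = inhibition above the mean inhibition of all tested compounds plus 3 SD, cut at about 73% in these data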;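 also: 0% = DMSO wells and 100% = reporter-only cells lacking LRH-1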
Target sequence (O00482 whole entry, looked up): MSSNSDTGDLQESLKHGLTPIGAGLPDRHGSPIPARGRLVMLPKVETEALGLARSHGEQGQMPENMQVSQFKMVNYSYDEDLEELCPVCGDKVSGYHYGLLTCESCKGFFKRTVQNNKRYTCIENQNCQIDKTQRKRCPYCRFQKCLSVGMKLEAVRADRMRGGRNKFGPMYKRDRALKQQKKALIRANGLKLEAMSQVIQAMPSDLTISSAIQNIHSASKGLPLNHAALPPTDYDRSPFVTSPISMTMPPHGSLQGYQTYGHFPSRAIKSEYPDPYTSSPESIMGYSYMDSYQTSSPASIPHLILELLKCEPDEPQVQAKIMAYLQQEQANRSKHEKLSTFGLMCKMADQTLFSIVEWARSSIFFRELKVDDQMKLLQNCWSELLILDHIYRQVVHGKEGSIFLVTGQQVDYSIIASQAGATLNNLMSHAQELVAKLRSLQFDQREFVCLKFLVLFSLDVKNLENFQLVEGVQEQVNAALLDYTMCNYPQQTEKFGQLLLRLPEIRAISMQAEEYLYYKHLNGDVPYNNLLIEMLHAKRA
NR2F2 inh – inhibitors of human COUP-TFII (NR2F2); P24468; HEK293T NGFI-A luciferase reporter, luminescence; 0.7% of 370,000 active; inhibition, % at 8.6 µM;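 active = inhibition above a per-plate cutoff, mean inhibition of test wells between control levels plus 3 SD, cut at about 38% in these data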;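 also: cells cotransfected with COUP-TFII expression vector driving the NGFI-A reporter; 0% = median of COUP-TF2 test wells and 100% = reporter-only cells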
Target sequence (P24468 whole entry, looked up): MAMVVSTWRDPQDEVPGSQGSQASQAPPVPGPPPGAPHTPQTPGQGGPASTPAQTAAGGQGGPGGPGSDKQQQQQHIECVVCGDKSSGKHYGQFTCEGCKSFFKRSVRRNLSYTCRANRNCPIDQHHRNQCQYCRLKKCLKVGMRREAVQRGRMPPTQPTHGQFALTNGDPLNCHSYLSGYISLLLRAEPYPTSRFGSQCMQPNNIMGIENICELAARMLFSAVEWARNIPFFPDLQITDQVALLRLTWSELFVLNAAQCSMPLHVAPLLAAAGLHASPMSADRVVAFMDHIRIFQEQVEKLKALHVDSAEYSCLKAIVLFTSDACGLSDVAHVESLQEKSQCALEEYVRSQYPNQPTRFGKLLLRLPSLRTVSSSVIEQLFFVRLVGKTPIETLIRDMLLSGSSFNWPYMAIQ
Shn3 3UTR inh – Schnurri-3 reporter inhibition in Clone20 osteoblasts | AID 588674 | Clone20 osteoblast Shn3 3'UTR firefly luciferase, 24 h | inhibition, % at 12.5 µM | 0.52% of 360,000 active;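 active = mean inhibition of at least 75% with every replicate also reaching 75%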;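 also: 0% = median of neutral control wells and 100% = pilot-screen positive control compound; some compounds past the cut are filed as inactive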
TWEAK Fn14 block – TWEAK-Fn14 signaling inhibition. TWEAK-stimulated Fn14 reporter cells, luciferase luminescence, 8 h. inhibition, % at 10 µM. 2% of 360,000 active. AID 1159606; in the data active = inhibition above about 50%
SRC3 inh – inhibits human SRC3 coactivator. HEK293 GAL4-SRC3 luciferase reporter, luminescence. inhibition, % at 3.6 µM. 0.17% of 360,000 active;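 active = inhibition above a per-campaign cutoff, the mean of all compounds plus 3 SD, cut at about 60% in these data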;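 also: 0% = DMSO-treated cells and 100% = gossypol-treated cells at 36 µM; higher means less SRC3-driven luciferase light from the GAL4 reporter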
Starred values were filed as active, the others as inactive; / = not tested or not shown.

SMILES | CF NFkB inh | TROY NFkB inh | LMP1 NFkB inh | KKLEB tox | C8 TRAIL sens | NCOA1 inh | LRH-1 inv ag | NR2F2 inh | Shn3 3UTR inh | TWEAK Fn14 block | SRC3 inh
CCOC(=O)N1CCC(n2c(SCC(=O)c3ccccc3)nc3ccsc3c2=O)CC1 | 19.6 | 1.6 | 22.8 | -10.7 | 16.4 | -16.6 | 0.4 | 16.9 | 0.1 | -36.2 | 19.3
Cc1ccc(C)c(C(=O)CSc2nc(C)cc(=O)[nH]2)c1 | -15.7 | -1.6 | 1.2 | -12.8 | -7.8 | -0.7 | -8.7 | 7.2 | 15.6 | 4.0 | 4.1
CCN(CC)S(=O)(=O)c1ccc(Cl)c(C(=O)NC)c1 | 6.3 | -20.8 | -0.4 | -2.1 | 0.8 | -9.7 | 2.0 | -7.3 | 2.3 | -2.3 | 7.6
CCCOc1ccc(C2Nc3cccc4cccc(c34)N2)cc1 | -23.2 | -19.2 | 4.9 | 3.3 | -4.9 | -12.5 | -17.9 | 8.2 | 9.5 | 14.2 | -36.6
COc1ccc2nc(SCC(=O)NC(C)C)[nH]c2c1 | -8.6 | -25.3 | -26.7 | 3.9 | -7.2 | 6.9 | 0.9 | 9.0 | 1.5 | -10.9 | 7.0
C=CCC(C(=O)OC)(C(=O)OC)c1ccc([N+](=O)[O-])cn1 | 11.2 | 14.6 | -1.8 | 1.5 | 10.5 | 0.4 | 1.7 | 6.8 | 0.6 | -1.6 | 10.9
COc1ccc(NC(=O)Cn2c(C(C)C)nc(C)cc2=O)cc1Cl | -9.2 | 11.1 | 0.5 | 4.1 | -11.9 | 10.5 | -1.9 | 9.6 | -5.9 | 15.3 | -5.1
CN1/C(=C/C=C(/C#N)C(N)=O)C(C)(C)c2ccccc21 | 3.5 | -2.4 | -7.4 | 5.4 | -10.7 | 2.1 | -4.4 | -16.1 | -7.9 | 25.2 | 17.1
COc1cc2c(=O)n(CCC(=O)NCC3CCCO3)c(=O)n(CC(=O)Nc3ccc(C)cc3)c2cc1OC (stereo unspecified) | 4.6 | 15.8 | 1.9 | -1.3 | -1.3 | -5.4 | 18.2 | 18.1 | -11.5 | -9.9 | 0.4
Cn1c(=NN=Cc2ccccc2OCCO)sc2ccccc21 | -22.0 | -62.4 | -75.4 | -5.3 | -1.5 | -41.5 | -31.6 | -30.6 | -114.1 | -17.5 | -178.0
Cc1ccnc(NS(=O)(=O)c2cc([N+](=O)[O-])ccc2C)c1 | -8.5 | 12.5 | 3.6 | 12.5 | 1.7 | -2.2 | -11.0 | -2.1 | -21.1 | -20.4 | -8.1
COC(=O)[C@@]1(Cc2ccc(F)cc2)[C@@H]2[C@@H](CC(=O)[C@H]2CC(=O)C(=O)N(C)C)CN1C(=O)c1ccccc1 | 8.3 | 5.3 | 2.5 | 1.1 | 9.4 | -5.6 | 0.0 | / | -14.2 | 8.9 | -11.3
COc1cc(OC)c(C(=O)OCC(=O)NC2CCCC2)cc1OC | -10.4 | -1.2 | 1.7 | 18.2 | 8.1 | 12.1 | 9.8 | 1.7 | -1.2 | 6.5 | 7.0
C/C(N)=C(/C#N)C(=O)COC(=O)c1ccccc1Oc1ccccc1 | 9.3 | -14.3 | -8.6 | -9.3 | 13.1 | -4.2 | 10.8 | -11.8 | 16.4 | 0.5 | 6.6
O=c1c([N+](=O)[O-])c(N2CCCCC2)c2ccccc2n1-c1ccccc1 | 16.2 | 8.3 | 7.8 | -9.2 | -5.5 | 3.8 | 5.3 | / | -0.7 | 14.9 | 1.5
COC(=O)Nc1nc(-c2ccccc2)c(C(=O)c2ccc(Cl)cc2)s1 | 45.5 | -8.5 | 13.0 | -19.9 | -0.4 | 1.4 | 13.5 | 6.7 | 60.3 | -20.1 | 6.9
CN(C)CC(O)CN1C(=O)NC(C)(C)C1=O (stereo unspecified) | 11.9 | -1.2 | 0.4 | 5.4 | -6.4 | -48.4 | 11.3 | 1.0 | 5.1 | -2.2 | 15.7
O=C1[C@H]2[C@@H](c3ccc(F)cc3)N3C(=O)N(c4ccc(C(F)(F)F)cc4)C(=O)[C@@]3(Cc3ccccc3)[C@H]2C(=O)N1C1CCCCC1 | 19.5 | -6.5 | 8.5 | -7.1 | 14.0 | 10.9 | 8.2 | 1.5 | 20.3 | 31.1 | 20.4
COCCNC(=S)N1CCC2CC1c1c(Cl)cccc12 (stereo unspecified) | -14.5 | -7.4 | 2.0 | -5.0 | -3.0 | -2.8 | 7.2 | -22.3 | -4.4 | 4.6 | -11.4
Cc1ccc(N(C)C2=NC(=O)CS2)cc1Cl | -24.9 | -20.5 | 6.0 | 12.4 | -18.1 | 13.1 | 20.5 | 1.6 | -9.0 | -20.6 | -5.3
CCOCC(=O)Nc1cc(C(=O)NCCc2ccccc2)ccc1Cl | 22.3 | -34.0 | -6.7 | -4.6 | 6.5 | -68.0 | -78.5 | -55.5 | -56.2 | 8.3 | -52.4
COc1ccc(NC(=O)C(C)N=C2NS(=O)(=O)c3ccccc32)cc1S(N)(=O)=O (stereo unspecified) | -13.7 | 2.1 | -1.3 | 4.4 | 3.8 | -8.2 | -5.3 | 3.9 | -5.3 | 9.1 | -8.0
CC1CC(C)CN(C(=O)Cn2c(=O)n(CCCC(=O)NCc3ccco3)c(=O)c3sccc32)C1 (stereo unspecified) | 9.0 | 9.5 | -4.7 | 0.3 | -7.5 | 22.2 | 5.0 | -9.4 | 3.4 | 12.9 | -2.7
COc1cccc(C(NC(C)=O)c2nc(-c3cc4ccccc4o3)cs2)c1 (stereo unspecified) | -7.3 | 12.5 | / | -17.5 | 10.2 | -7.2 | -10.4 | 6.6 | -0.9 | 20.7 | -4.7

By substructure, the compounds so far with fluorine
SMILES | CF NFkB inh | TROY NFkB inh | LMP1 NFkB inh | KKLEB tox | C8 TRAIL sens | NCOA1 inh | LRH-1 inv ag | NR2F2 inh | Shn3 3UTR inh | TWEAK Fn14 block | SRC3 inh
COC(=O)[C@@]1(Cc2ccc(F)cc2)[C@@H]2[C@@H](CC(=O)[C@H]2CC(=O)C(=O)N(C)C)CN1C(=O)c1ccccc1 | 8.3 | 5.3 | 2.5 | 1.1 | 9.4 | -5.6 | 0.0 | / | -14.2 | 8.9 | -11.3
O=C1[C@H]2[C@@H](c3ccc(F)cc3)N3C(=O)N(c4ccc(C(F)(F)F)cc4)C(=O)[C@@]3(Cc3ccccc3)[C@H]2C(=O)N1C1CCCCC1 | 19.5 | -6.5 | 8.5 | -7.1 | 14.0 | 10.9 | 8.2 | 1.5 | 20.3 | 31.1 | 20.4

Next section
SMILES | CF NFkB inh | TROY NFkB inh | LMP1 NFkB inh | KKLEB tox | C8 TRAIL sens | NCOA1 inh | LRH-1 inv ag | NR2F2 inh | Shn3 3UTR inh | TWEAK Fn14 block | SRC3 inh
O=C(c1cccc(S(=O)(=O)N2CCOCC2)c1)N1CCN(S(=O)(=O)c2cccc([N+](=O)[O-])c2)CC1 | 12.9 | -2.4 | -9.0 | -3.9 | -26.9 | 0.5 | -11.6 | 5.2 | -4.4 | -3.3 | -4.7
Cc1cccc(C(=O)O/N=C(/c2ccccc2)c2ccncc2)c1 | 10.4 | 11.4 | -7.2 | 6.2 | -16.8 | 3.6 | -3.9 | 3.2 | 0.6 | 38.2 | 21.4
CCCCn1c(N)c(N(CCC(C)C)C(=O)c2c(CC)noc2C)c(=O)[nH]c1=O | -15.1 | 0.1 | 9.4 | -0.9 | -8.5 | -16.9 | 12.1 | -3.2 | 15.9 | -0.7 | 7.6
Cc1ccc(C(=O)NCCN2CCCC2)cc1 | 6.5 | -4.2 | 2.2 | -2.0 | -3.6 | 3.3 | -4.9 | -16.1 | -13.0 | -7.9 | -19.6
CC1=C(C(=O)Nc2ccc(C(=O)NC(C)c3ccccc3)cc2)SCCO1 (stereo unspecified) | 13.2 | -13.5 | 7.6 | 2.6 | -14.7 | 3.3 | 14.2 | 17.6 | 16.0 | -55.1 | -21.0
Cc1c(Br)c([N+](=O)[O-])nn1C(C)C(=O)Nc1ccc2c(c1)OCO2 (stereo unspecified) | 22.7 | -5.9 | -0.1 | 1.0 | 3.2 | -1.1 | -3.7 | 19.0 | -1.2 | 13.0 | -6.5
O=C(Cc1ccccc1)c1c[nH]c(C(=O)NCCCN2CCOCC2)c1 | -7.0 | -5.8 | -6.3 | 2.2 | 0.2 | -0.7 | -6.5 | -8.7 | 5.5 | 13.4 | 8.1
O=S(=O)(Nc1ccc(-c2ccc3nncn3n2)cc1)c1ccccc1Cl | 6.0 | -19.2 | 1.6 | -3.8 | 7.0 | -15.7 | -17.7 | -12.0 | 1.6 | 1.8 | -12.2
Cc1ccccc1C(=O)c1cccn1CC(=O)NCCN1CCN(c2cccc(C)c2C)CC1 | -2.2 | 3.3 | 2.7 | 5.0 | -10.3 | -9.2 | -3.5 | 0.9 | 10.2 | 26.1 | -4.2
CC(C)[C@H](NC(=O)c1ccccc1)C(=O)OCC(=O)c1c(N)n(C)c(=O)n(C)c1=O | -8.9 | -2.0 | -14.7 | 1.3 | -5.0 | -1.9 | 0.5 | -9.7 | -21.1 | -3.1 | 16.7
On1c(-c2ccccc2)nc2ccccc21 | -18.4 | -38.1 | 0.7 | 18.5 | -10.1 | -11.1 | -18.3 | -15.2 | 8.8 | 5.1 | -1.9
COc1cccc(C(=O)NCC(=O)OCC(=O)C(C)(C)C)c1 | 0.1 | -30.0 | 0.7 | 1.4 | 1.2 | 13.1 | 9.6 | -3.8 | -4.8 | 7.8 | -2.2
CCOC(=O)c1oc2cc(O)cc(O)c2c(=O)c1OCc1ccccc1 | 15.1 | -18.3 | 0.5 | 0.4 | -11.4 | -12.1 | -30.9 | 12.9 | -12.3 | -14.9 | -10.2
NNC1=N[C@H]2CS(=O)(=O)C[C@H]2S1 | -22.8 | 6.5 | 3.3 | 3.7 | 4.4 | 3.9 | 0.1 | 2.5 | 1.6 | 9.2 | 9.0
COc1cccc(CN2CCC2(C)C(=O)Nc2ccc3c(c2)OCO3)c1F (stereo unspecified) | 18.9 | -12.9 | / | -14.4 | 7.5 | -5.5 | -7.9 | 10.3 | 2.3 | -43.6 | -0.5
Cc1ccc(Cl)cc1NC(=S)N(Cc1ccccc1)Cc1cccnc1 | -22.0 | -2.1 | 3.9 | 3.6 | -17.3 | -10.1 | 6.6 | 0.8 | 20.3 | -2.0 | -7.4
CC1CCN(C(=O)COC(=O)C2CCN(S(=O)(=O)c3ccc(Cl)c(C(F)(F)F)c3)CC2)CC1 | -25.6 | -8.6 | -6.1 | 8.0 | -2.3 | 4.7 | -2.1 | 19.2 | 13.5 | -10.5 | 2.0
O=C(O)c1ccccc1-c1nc2cc(Cl)ccc2c(=O)n1O | 3.1 | -15.8 | -0.5 | 2.4 | -4.8 | -10.0 | 15.9 | -2.8 | 7.0 | -0.6 | 11.4
Cc1cc2ccccn2c1C(=O)c1ccccc1F | 10.7 | 9.2 | -17.4 | 1.8 | 15.5 | -7.6 | 23.5 | 5.6 | 4.3 | -18.6 | -21.8
Cc1sc2nc(SCC(=O)N3CC(C)OC(C)C3)n(C)c(=O)c2c1C (stereo unspecified) | -15.3 | 20.1 | 0.2 | 10.0 | 0.7 | 17.4 | -5.9 | 19.3 | 13.1 | -1.6 | -3.5
CC(NCC(O)COCCC12CC3CC(CC(C3)C1)C2)c1ccccc1 (stereo unspecified) | 8.0 | 1.0 | -1.3 | -18.3 | 1.3 | 18.8 | 17.0 | -6.6 | -9.0 | -29.7 | 9.1

Not all compounds are listed (hit frequency here may not be typical).
